# ROC1-CUL1 inh: blocks human RBX1-Cullin-1 di-ubiquitin formation; P62877+Q13616; in vitro K48 di-Ub FRET, acceptor:donor ratio, 45 min; inhibition, % at 10 µM; actives 0.6% (n = 140,000); in the data active means inhibition above about 25%
# Target sequence (P62877 whole entry, looked up): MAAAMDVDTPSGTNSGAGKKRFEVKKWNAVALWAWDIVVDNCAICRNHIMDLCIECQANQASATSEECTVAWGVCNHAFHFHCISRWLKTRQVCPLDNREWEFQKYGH
# Target sequence (Q13616 whole entry, looked up): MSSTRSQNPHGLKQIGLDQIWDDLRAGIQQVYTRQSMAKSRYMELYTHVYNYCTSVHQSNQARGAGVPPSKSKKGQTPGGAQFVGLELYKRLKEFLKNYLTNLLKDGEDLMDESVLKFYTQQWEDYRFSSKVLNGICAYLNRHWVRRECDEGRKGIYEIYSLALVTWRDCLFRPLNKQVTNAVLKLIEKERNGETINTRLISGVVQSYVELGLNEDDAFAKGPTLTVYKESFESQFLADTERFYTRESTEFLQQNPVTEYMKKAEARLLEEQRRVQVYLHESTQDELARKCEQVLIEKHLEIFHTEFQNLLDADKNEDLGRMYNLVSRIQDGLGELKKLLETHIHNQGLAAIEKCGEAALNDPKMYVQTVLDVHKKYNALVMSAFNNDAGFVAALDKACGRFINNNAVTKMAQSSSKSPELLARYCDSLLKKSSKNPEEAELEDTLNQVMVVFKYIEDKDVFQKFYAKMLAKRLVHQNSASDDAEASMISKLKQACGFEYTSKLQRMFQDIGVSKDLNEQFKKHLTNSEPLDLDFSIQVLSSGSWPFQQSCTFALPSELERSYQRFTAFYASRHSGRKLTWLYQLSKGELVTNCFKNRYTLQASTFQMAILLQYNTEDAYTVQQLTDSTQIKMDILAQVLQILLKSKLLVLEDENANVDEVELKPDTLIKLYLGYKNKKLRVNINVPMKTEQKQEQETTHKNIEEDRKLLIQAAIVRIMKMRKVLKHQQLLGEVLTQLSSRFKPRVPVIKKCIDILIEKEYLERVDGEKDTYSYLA
# The depositor's hits bear a star; & = joins results of further samples. A portion of the library; the hit share may differ from the screen's.
SMILES,ROC1-CUL1 inh
CN(C)C(=S)COC(c1ccccc1)c1ccccc1,5
O=C(C1CCCCC1)N(Cc1cccnc1)c1nc2c(F)cc(F)cc2s1,4
Cc1ccc(-c2c3c(=O)n(C)c(=O)n(C)c3c3cnc4ccccc4n23)cc1,-3
N#CC1C(=N)Oc2c(c(=O)[nH]c3ccccc23)C1c1ccc(F)cc1 (stereo unspecified),-5
COC(=O)Cn1c(C(C)(C)C)cn2c3c(=O)n(C)c(=O)n(C)c3nc12,-17
COC(=O)CN(C)C(=O)c1ccc(OC2CCN(S(=O)(=O)N(C)C)CC2)cc1,-8
CCC(CC)C(=O)NCc1ccccc1,-10
COc1ccc(C(O)CN2CCc3cc(OC)c(OC)cc3C2c2cc(OC)c(OC)c(OC)c2)cc1 (stereo unspecified),0
COc1ccc(-c2nc(SCC(=O)Nc3c(C)cc(C)cc3C)n[nH]2)cc1,2
CCCSC1=NC(=O)C2C(=N1)NC(=O)CC2c1ccc(O)c(OCC)c1 (stereo unspecified),-12
O=C(c1cn(Cc2c(F)cccc2F)nn1)N1CCCCCC1,6
COC1=CCC2=C(CCNC2Cc2ccc(O)cc2)C1 (stereo unspecified),5
Cc1cc(NC(=O)c2ccc(Cl)cc2)no1,-2
CCc1ccccc1Nc1nc(-c2c(C)nc3sccn23)cs1,-6
COC(=O)C(NC(=O)c1ccccc1C)(Nc1nc2c(C)cccc2s1)C(F)(F)F (stereo unspecified),0
COc1ccc(-c2noc(-c3ccc(NCc4ccco4)c([N+](=O)[O-])c3)n2)cc1,9
COCCCNC(=O)N1[C@H](c2cccs2)[C@@H](C)C(=O)[C@@H](C)[C@@H]1c1cccs1,0
Cc1ccc(C=C2C(=O)N(c3ccccc3)C(=S)N(c3ccccc3)C2=O)o1,9
CC1=NC(=O)NC(c2cc(C(C)(C)C)c(O)c(C(C)(C)C)c2)C1C(=O)NCc1ccccc1 (stereo unspecified),-3
Cc1cc([N+](=O)[O-])ccc1NC(=O)CSc1nccn1C,-15
CC(C)CNc1nc(-c2ccccc2)nc2ccccc12,1
O=C(COC(=O)c1cccnc1)NC1CCCCC1,-1
O=C(COc1nc(-c2cccs2)cc(C(F)(F)F)n1)NCc1ccc(F)cc1,-23
CC(=O)N=C1Cc2ccc(OC(C)=O)cc2OC1=O,-2
OCCOc1ccc(CN2CCOc3ccc(C(O)Cc4ccccc4)cc3C2)cc1 (stereo unspecified),3
CCn1ccnc1CN(C)c1nncc(-c2ccc(F)cc2)n1,3
N#Cc1sc2nc3ccccc3n2c1N,5
COc1ccc2c(c1)N(S(=O)(=O)c1ccc(C)cc1)CC1=C2CCC2(C)C(=O)CCC12 (stereo unspecified),11
O=C(OCCN1CCN(C2NS(=O)(=O)C3CCCCC23)CC1)c1ccccc1F (stereo unspecified),9
COc1cccc(Cn2c(=O)cc(C)c3c(C)nn(C)c32)c1,1
CCOC(=O)c1cc2cccc(Cl)c2s1,10
C=CCOc1ccc(C(=O)C2C(=O)C(=O)N(CCN(C)C)C2c2cccc(Br)c2)cc1 (stereo unspecified),10
O=S(=O)(c1ccc(Cl)cc1)c1nnn2c1nc(NCc1ccccc1)c1sccc12,0
Cc1cc(=O)c(C(=O)Nc2ccc(Br)cc2)nn1-c1ccc(Br)cc1,10
C=CCOc1ccc(/C=C2\SC(=Nc3ccc(Cl)c(C(=O)O)c3)N(C)C2=O)cc1,-2
CCn1c(CNc2ccc(Cl)cc2)nnc1SCC#N,7
CCCN(Cc1ccco1)C(=O)Cn1ncc(N2CCOCC2)cc1=O,-8
O=C(Nc1sc2c(c1C(=O)NC1CC1)CCCC2)c1ccncc1,0
CCCCOc1ccc2c(C)c(CCCC)c(=O)oc2c1C(C)=O,3
Cc1[nH]nc2c1C(c1cccc(OCc3ccccc3Cl)c1)C(C#N)C(=N)O2 (stereo unspecified),-10

# Ordered by length of the SMILES (ascending): part of the list above
SMILES,ROC1-CUL1 inh
CCOC(=O)c1cc2cccc(Cl)c2s1,10
CCn1ccnc1CN(C)c1nncc(-c2ccc(F)cc2)n1,3
CCCCOc1ccc2c(C)c(CCCC)c(=O)oc2c1C(C)=O,3
O=C(Nc1sc2c(c1C(=O)NC1CC1)CCCC2)c1ccncc1,0
OCCOc1ccc(CN2CCOc3ccc(C(O)Cc4ccccc4)cc3C2)cc1 (stereo unspecified),3
Cc1[nH]nc2c1C(c1cccc(OCc3ccccc3Cl)c1)C(C#N)C(=N)O2 (stereo unspecified),-10

# In a second layout: seven of the compounds above.
mol | ROC1-CUL1 inh
CCn1ccnc1CN(C)c1nncc(-c2ccc(F)cc2)n1 | 3
N#Cc1sc2nc3ccccc3n2c1N | 5
COc1ccc2c(c1)N(S(=O)(=O)c1ccc(C)cc1)CC1=C2CCC2(C)C(=O)CCC12 (stereo unspecified) | 11
O=C(OCCN1CCN(C2NS(=O)(=O)C3CCCCC23)CC1)c1ccccc1F (stereo unspecified) | 9
COc1cccc(Cn2c(=O)cc(C)c3c(C)nn(C)c32)c1 | 1
CCOC(=O)c1cc2cccc(Cl)c2s1 | 10
C=CCOc1ccc(C(=O)C2C(=O)C(=O)N(CCN(C)C)C2c2cccc(Br)c2)cc1 (stereo unspecified) | 10

# Continuation.
SMILES,ROC1-CUL1 inh
O=C(NCCc1ccccc1)c1ccc(Cn2c(SCc3cccc(F)c3)nc3cccnc32)cc1,-1
COC(=O)CSc1nnc2n(-c3ccc(OC)cc3)c(=O)c3c4c(sc3n12)COC(C)(C)C4,2
Cc1ccc(C(=O)Nc2ccc(Br)cc2)cc1S(=O)(=O)NCc1ccccc1,6
O=S(=O)(NCc1csc(-c2ccccc2)n1)c1ccccc1,1
Cc1nn(C)cc1/C=N/NC(=O)Cn1nccc1C,-5
Cc1ccc(C(=O)Nc2ccc(C(=O)O)cc2)cc1S(=O)(=O)N1CCC(C)CC1,0
O=c1nc2cccc3c2=c(c1=C(O)c1ccccc1)c1ccccc1c3=O,1
CCCNC(=O)c1ccc(OC(C)C)cc1,5
COc1ccc(CN2CCCC(CCC(=O)NCc3ccc(OC)cc3OC)C2)c(O)c1 (stereo unspecified),-8
C/C=C/c1nc(SC)c(C#N)c(=O)[nH]1,62*
CCc1ccc(CN(C)C(=O)Cn2nnnc2CN2CCC(C)CC2)nc1,2
Cc1cn2c3c(=O)n(CC(C)C)c(=O)n(C)c3nc2n1-c1ccccc1O,5
CCCn1c2ccccc2c2cnn(CC(=O)NCCc3ccc(S(N)(=O)=O)cc3)c(=O)c21,4
Nc1c(C(=O)Nc2ccc(Cl)cc2)sc2nc(-c3cccs3)cc(-c3cccs3)c12,-9
COc1ccccc1NC(=O)C(C)c1cccc(C(=O)c2ccccc2)c1 (stereo unspecified),-1
COc1cc(NS(=O)(=O)c2c(C)nc3sc(C)c(C)n3c2=O)cc(OC)c1,9
CC(C)(C)CC(=O)N1CCC(C2(c3ccccn3)NC(=O)N(CCc3cccs3)C2=O)CC1 (stereo unspecified),-8
COC(=O)c1cc(OCc2c(C)noc2C)cc(C(=O)OC)c1,-3
O=c1[nH]n(-c2ccccc2)c(O)c1C=C1C=NN=C1c1ccccc1,4
COc1cc2c(c3oc(=O)cc(C)c13)C=CC(C)(C)O2,8
COC(=O)Nc1ncc(CN2CCCCC2)s1,1
Ic1ccccc1OCCCN1CCCC1,-4
COc1ccc(/C=N/NC(=O)c2ccoc2C)cc1CN1CCOCC1,6
CCc1ccc(CN(C)Cc2nc(Cc3ccccc3)no2)cc1,-3
O=c1oc2ccccc2c(Oc2ccccc2)c1I,0
Cc1cccc(N(C)S(=O)(=O)c2nnc(NC(=O)c3cccs3)s2)c1,2
CC(C)CCc1n[nH]c2c1CN(C(=O)c1ccc3nnnn3c1)CC2,-11
Cc1cccc(NS(=O)(=O)c2ccc(Cl)c(C(=O)Nc3ccccc3C)c2)c1,2
CCc1nonc1NC(=O)c1oc2cc(C)c(Cl)cc2c1C,-13
O=C(c1csc2nc(-c3ccc(F)cc3)cn12)N1C[C@H]2CC[C@H]1C2,6
N#CC1=C(c2cccs2)C2C(=O)CCCC2=NC1=S (stereo unspecified),1
COc1ccc(C(=O)Oc2cc(-c3ccc(OC)c(OC)c3)cc(=O)c3c(C)oc(C)c23)cc1,1
Cn1nc(C(F)(F)F)cc1C(=O)NC1CCCC1,3
CC1Cc2scc[n+]2-c2ccccc2N1C(=O)Nc1ccccc1 (stereo unspecified),4
COc1ccc(/C=N/NC(=O)C2CC2)cc1COc1cccc(Cl)c1Cl,7
COc1ccc(N2CCN(C(=O)c3ccc4c(c3)CCN4S(C)(=O)=O)CC2)cc1,5&11
O=C(CSc1nc2ccccc2c(=O)[nH]1)c1ccc(O)c(O)c1,103*
C/C(=C\c1ccccc1)CN1CCC(n2nccc2NC(=O)c2cccnc2)CC1,-6
CCOc1ccccc1-n1nnc(-c2nc(-c3ccccc3)no2)c1N,2
CC(C(=O)O)c1ccc(C(C)(C)C)cc1 (stereo unspecified),10
CC(=O)OC1(C#CI)C2CC3CC(C2)CC1C3 (stereo unspecified),3
CCn1c(SCC#N)nc2c(c1=O)C1(CCCC1)Cc1ccccc1-2,-9
N#CCSc1nc(-c2ccccc2)cc(-c2cccs2)c1C#N,-2
COCc1ccc(CN2CCCC(CCC(=O)N3CCN(C)CC3)C2)o1 (stereo unspecified),-5
CCOC(=O)CNc1nc(N2CCOCC2)nc(N2CCOCC2)n1,0
CCOC(=O)c1c(-c2ccccc2)oc2ccc(O)cc12,-12
CCC1C(=O)NCCN1C(=O)CC1(c2cccc(C(F)(F)F)c2)CC(=O)N(CC)C1=O (stereo unspecified),7
O=C(Cc1ccccc1)NC(Nc1c(Cl)cc(Cl)cc1Cl)C(Cl)(Cl)Cl (stereo unspecified),-6
CN(c1ccccc1)c1nc(Cl)nc(N(C)c2ccccc2)n1,0
CC(=O)C1CCCN(C(=O)c2cn(C(c3ccccc3)c3ccccc3)nn2)C1 (stereo unspecified),-1
CSC(SC)=C(c1nc2ccccc2[nH]1)[n+]1ccccc1,12
Cc1cc(NC(=O)c2cccc(Cl)c2)ccc1-c1cc2ccccc2oc1=O,3
Cc1ccc(NC(=O)C2CCN(c3nnc(C)c4c(C)n(-c5ccccc5)nc34)CC2)c(Cl)c1,-10
CCOC(=O)CSc1nc2c(sc3nc4ccccc4nc32)c(=O)n1-c1ccccc1,-2
COc1ccc(CNC(=O)CN2C(=O)c3cccnc3Oc3ccc(C)cc32)cc1,0
O=C1NC(=Nc2ccccn2)SC1Cc1ccc(Br)cc1 (stereo unspecified),4
Cn1c(SCc2c[nH]c3cc([N+](=O)[O-])ccc23)nc2sc3c(c2c1=O)CCCC3,-1
Cc1cccc(C(=O)Nc2sc(C)c(C)c2C(N)=O)c1,-2
O=C(CSc1cn(CC(=O)N2CCCCC2)c2ccccc12)Nc1ccccc1,0
CCCNS(=O)(=O)c1ccc(OCC)cc1,10
# (cont.)
SMILES,ROC1-CUL1 inh
Cc1c2c(nc3c(C)cccc13)OC(C)C2 (stereo unspecified),-3
CN1CCC(N2CCCC2C(=O)Nc2ccc(-c3cccc(F)c3)cc2)CC1 (stereo unspecified),-3
O=C(Nc1ccc(S(=O)(=O)Nc2ccc(I)cc2)cc1)C(F)(F)F,-7
CCOCc1nn2c(-c3ccc(C(F)(F)F)cc3)nnc2s1,11
N#CC12NC(=O)C3(O)C4C5CC(C6C5C3C61)C42 (stereo unspecified),-7
COc1c(Cl)cc(/C=C2\C(=N)N3N=C(COc4cccc(C)c4)SC3=NC2=O)cc1Cl,0
Cc1ccc2c(CN3CCN(Cc4ccccc4Cl)CC3)cc(=O)oc2c1,-5
Cc1ccc(NC(=O)Nc2nnc(N(CC(C)C)CC(C)C)s2)cc1Cl,1
CCOc1ccc(N2C(=O)CC(Sc3n[nH]c(-c4ccccc4)n3)C2=O)cc1 (stereo unspecified),7
CC(c1cc(Cl)ccc1Sc1cc(Cl)ccc1Cl)N1CCN(C)CC1 (stereo unspecified),10
CCCCc1c(C)[nH]n(-c2nc3ccccc3[nH]2)c1=O,11
Cc1ccc(-n2nc3ccc(NC(=O)c4ccc(Br)o4)cc3n2)cc1C,3
Cc1cccc(C)c1NC(=O)Cn1c(=O)n(Cc2ccc3c(c2)OCO3)c(=O)c2oc3ccccc3c21,-9
CN(C)CCN1C(=O)CC2(C)Sc3ccccc3N=C12 (stereo unspecified),9
O=c1ccc(Cl)nn1-c1cccc(Br)c1,-7
CC1=Nc2ncnn2C(c2cccc(F)c2)C1C(=O)Nc1ccccc1C (stereo unspecified),10
CC(C)CCc1n[nH]c2c1CN(C(=O)CC1CCS(=O)(=O)C1)CC2 (stereo unspecified),-1
COc1ccc(NS(=O)(=O)c2ccc3c(c2)NC(=O)CCS3)c(OC)c1,0
Cc1ccc2c(c1)Sc1ccccc1CC2N1CCN(C)CC1 (stereo unspecified),-8
CCN(CC)CC(C)OC(=O)c1ccc(Br)cc1 (stereo unspecified),1
O=C1NN(c2ccc(F)c(Cl)c2)C(=O)/C1=C/c1ccc(-c2cccc(Cl)c2)o1,-8
Cc1ccc(S(=O)(=O)Nc2ccccn2)c(C)c1,-1
CCCn1nnc(NC(=O)COc2ccc3ccccc3c2)n1,2
CC(NC(=O)c1ccccc1Cl)C1COc2ccccc2O1 (stereo unspecified),10

# Another view of two compounds above:
ROC1-CUL1 inh,canonical_smiles
-8,O=C1NN(c2ccc(F)c(Cl)c2)C(=O)/C1=C/c1ccc(-c2cccc(Cl)c2)o1
-1,Cc1ccc(S(=O)(=O)Nc2ccccn2)c(C)c1

# Source: PubChem BioAssay (Icahn School of Medicine at Mount Sinai)
